Nrf2 ARE act = qHTS of Nrf2 Activators | AREc32 ARE-luciferase reporter (MCF7-derived line), luminescence, 24 h | Potency, µM (doses to about 46.1 µM), for inactives: top-dose activation, most hits filed as activators | 410,000 compounds, 0.31% hits | AID 624171, 2012; also: potency is read from the fitted curve at half-maximal effect; % of control where 0% means no effect; nearly all actives have a fitted effect of over 65% in size
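Luminescent ARE reporter assay in AREc32_Fluc cells: overnight plating at 37 deg C, 24 hr compound incubation, Steady-Glo added, 30 min RT before reading.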
MmCpn inh = Inhibitors of TCP-1 ring complex (TRiC) of Methanococcus maripaludis (MmCpn): qHTS; purified Mm-Cpn ATPase, ADP Transcreener TR-FRET; Potency, µM (doses to about 76.9 µM), without a hit: top-dose activity, negative = inhibition, most hits filed as inhibitors; 330,000 compounds, 0.031% hits; AID 504842, 2011; also: potency is read from the fitted curve at half-maximal effect; % is scaled to controls: 0 for no effect and ±100 for the full control effect; nearly all actives have a fitted effect of over 80% in size
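Eu-cryptate anti-ADP/ADP-d2 competition gives a ratio inversely related to ADP. Enzyme at 25 nM was pre-exposed to compound for 10 min, then given 10 uM ATP for 30 min, 37°C throughout.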
pAkt inh = HTS Assay for Inhibitors of Akt Phophorylation: Primary Screen | Neuro2A IGF-stimulated pAkt S473 HTRF, 20 min; stronger effect = lower value | activity change, % for hits at 50 µM | 360,000 compounds, 0.32% hits | AID 651550, 2012; in the data active = activity change below about -80%; inconclusive = mostly about -51% to -80%; also: % is scaled to controls: 0 for no effect and ±100 for the full control effect
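Neuro2A cells (4,500/well, DMEM with 0.5% FBS) were treated with compound at a single 50 µM final concentration, stimulated with 6 nM IGF for 20 min at 37 °C, and lysed. Phospho-Akt Ser473 was read by HTRF as 665/615 ratio ×10^4.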
CCT modulator = High-Throughput Screening for Modulators of Cytosolic Chaperonin Activity | purified chaperonin ATPase assay, HTRF ADP detection, 30 min | activity change, % (test concentration not listed), hits read low | 360,000 compounds, 0.3% hits; in the data active = activity change below about -30%; also: % is scaled to controls: 0 for no effect and ±100 for the full control effect
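TRiC (40 or 20 nM final, by batch activity) in 30 mM Tris pH 7.4, 100 mM KCl, 5 mM MgCl2, 1 mM DTT was treated with compound at 76 uM single dose, then 10 uM ATP, 30 min at 37 °C. ADP was read by HTRF Transcreener.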
EPAC2 antag = qHTS for Antagonist of cAMP-regulated guanine nucleotide exchange factor 2 (EPAC2): primary screen; Rap guanine nucleotide exchange factor 4 (Homo sapiens), Q8WZA2; EPAC2 GEF exchange of Rap1B-BODIPY-GDP, fluorescence; Potency, µM (titrated, usually from 114 µM), inactives show top-dose activity, negative = inhibition, hits mostly inhibitors; 360,000 compounds, 0.18% hits; AID 720708, 2013; also: potency is read from the fitted curve at half-maximal effect; % is scaled to controls: 0 for no effect and ±100 for the full control effect; nearly all actives have a fitted effect of over 45% in size; many of its hits are not listed in these tables
Target sequence (Q8WZA2 whole entry, looked up): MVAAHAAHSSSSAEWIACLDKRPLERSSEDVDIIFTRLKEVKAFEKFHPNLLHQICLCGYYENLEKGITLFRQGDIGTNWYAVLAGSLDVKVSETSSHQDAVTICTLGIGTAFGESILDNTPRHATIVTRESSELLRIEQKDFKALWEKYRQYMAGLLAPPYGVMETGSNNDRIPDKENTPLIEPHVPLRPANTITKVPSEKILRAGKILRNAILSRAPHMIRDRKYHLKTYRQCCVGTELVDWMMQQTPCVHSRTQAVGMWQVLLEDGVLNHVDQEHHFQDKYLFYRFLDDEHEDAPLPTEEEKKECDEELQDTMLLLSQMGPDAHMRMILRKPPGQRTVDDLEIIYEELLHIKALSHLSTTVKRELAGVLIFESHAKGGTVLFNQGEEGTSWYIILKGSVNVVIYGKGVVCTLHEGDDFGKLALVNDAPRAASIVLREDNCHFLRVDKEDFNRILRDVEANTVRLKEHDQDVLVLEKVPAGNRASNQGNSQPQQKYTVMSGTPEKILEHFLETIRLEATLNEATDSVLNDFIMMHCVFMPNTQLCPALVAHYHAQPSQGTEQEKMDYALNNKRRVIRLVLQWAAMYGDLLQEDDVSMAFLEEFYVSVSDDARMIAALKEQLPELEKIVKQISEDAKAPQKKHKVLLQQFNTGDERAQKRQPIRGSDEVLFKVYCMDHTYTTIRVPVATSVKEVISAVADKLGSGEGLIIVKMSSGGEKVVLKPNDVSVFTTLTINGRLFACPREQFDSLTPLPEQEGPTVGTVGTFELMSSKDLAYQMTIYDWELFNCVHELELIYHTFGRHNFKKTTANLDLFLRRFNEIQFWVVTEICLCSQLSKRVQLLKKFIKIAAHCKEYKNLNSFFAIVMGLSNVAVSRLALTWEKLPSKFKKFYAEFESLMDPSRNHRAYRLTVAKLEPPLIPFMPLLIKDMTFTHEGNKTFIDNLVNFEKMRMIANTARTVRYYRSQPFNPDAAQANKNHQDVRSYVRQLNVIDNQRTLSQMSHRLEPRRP
Nrf2 block = Nrf2 qHTS screen for inhibitors; A549 ARE-Fluc reporter, luciferase luminescence, 18-24 h; Potency, µM (top dose mostly 46 µM), for inactives: at the top dose activity change, negative = inhibition, hits mostly inhibitors; 360,000 compounds, 2.1% hits; also: potency is read from the fitted curve at half-maximal effect; % is scaled to controls: 0 for no effect and ±100 for the full control effect; nearly all actives have a fitted effect of over 60% in size
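Nrf2 function is reported as luminescence of an ARE-controlled luciferase in A549 cells. Compounds were tested at several concentrations, and a CellTiter-Fluor read on the same wells flagged cytotoxicity.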
TGFb inhibitor = qHTS for Inhibitors of TGF-b; HepG2 CAGA-GFP TGF-b/SMAD3 reporter, GFP fluorescence, 18 h; TGF-beta stimulated, 500 pg/mL final; Potency, µM (titrated, usually from 46.1 µM), for inactives: at the highest dose activity, negative = inhibition, hits mostly inhibitors; 410,000 compounds, 1.2% hits; also: potency is read from the fitted curve at half-maximal effect; % is scaled to controls: 0 for no effect and ±100 for the full control effect; nearly all actives have a fitted effect of over 65% in size
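Cell-based qHTS in HEPG2 carrying a CAGA-GFP Smad reporter; compounds added before 500 pg/mL final TGF-beta, 18 h incubation at 37 degrees C, GFP fluorescence quantified per cell by imaging cytometry.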
A549 tox = Nrf2 qHTS screen for inhibitors: counterscreen for cytotoxicity; Potency, µM (highest dose often 46 µM), for the others: at the top dose activity change, negative = cytotoxicity, most hits filed as inhibitors; 390,000 compounds, 0.16% hits; A549 ARE-Fluc cells, CellTiter-Fluor viability, 18-24 h; also: potency is read from the fitted curve at half-maximal effect; % is scaled to controls: 0 for no effect and ±100 for the full control effect
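A549 ARE-Fluc cells in 5% FBS OPTI-MEM, 5000 cells/well, rested 2 h then exposed to compounds in concentration-response for 18-24 h at 37 °C. Viability by CellTiter-Fluor fluorescence (Ex 405/Em 525) after 30 min; luciferase luminescence (BugLite, 15 min, RT) read afterwards.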
EPAC2 agonist = qHTS for Agonist of cAMP-regulated guanine nucleotide exchange factor 4 (EPAC2): primary screen; Rap guanine nucleotide exchange factor 4 (Homo sapiens), Q8WZA2; EPAC2 activation, biochemical qHTS; response scale: 100% = 6.5 mM cAMP response; Potency, µM (doses to about 154 µM), for inactives: at the highest dose activation, actives largely listed as activators; 360,000 compounds, 0.079% hits; AID 720711, 2013; also: potency is read from the fitted curve at half-maximal effect; nearly all actives have a fitted effect of over 50% in size
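In this primary screen, activation is scored as increased exchange of BODIPY-GDP from Rap1B by 100 nM EPAC2, with 50 uM GDP as competitor. Signal is normalized to the 6.5 mM cAMP agonist control.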
Starred values were filed as active, the others as inactive; i = inactive; ? = inconclusive; · = no result given; & = joins results of further samples; [ ] = another dose, or the depositor's remark. Unless noted, calls follow the shape of the dose curve; as a rule, active = well fitted curve in the direction sought with a large enough effect; inconclusive = small, poorly fitted or top-dose-only effect, or another doubt; inactive = no such curve, though single readings can be large; an effect the other way counts as inactive or inconclusive. The list is partial; count on the stated rates, not on these rows.

Value order: Nrf2 ARE act, MmCpn inh, pAkt inh, CCT modulator, EPAC2 antag, Nrf2 block, TGFb inhibitor, A549 tox, EPAC2 agonist
COc1ccc(C(=O)N(c2ccccn2)C2CCCCC2)c(OC)c1
  0.3%, 0%, i, 3.3, 3%, -19%, -5%, -1%, 2%
CCCCC(=O)Nc1ccccc1C#N
  -0.1%, 3%, i, -0.3, 8%, 2%, -9%, 5%, -1%
COc1ccccc1N1CCN(C(=O)c2cc(C)on2)CC1
  0.2%, 2%, i, 0.2, 6%, -2%, 5%, 0%, 7%
Cc1cc(C)c(S(=O)(=O)NCCCn2ccnc2)c(C)c1
  0.0%, 1%, i, 1.1, 2%, -11%, -25%, 7%, 4%
CCOC(=O)CSc1nc2sc3c(c2c(=O)[nH]1)CC(C)(C)OC3
  -0.6%, 2%, i, -0.6, 9%, 19%, ?, 10%, -6%
COc1ccc(Cl)cc1NC(=O)c1noc2c1CCc1ccccc1-2
  2.2%, ·, ·, ·, ·, 3%, 4%, -10%, ·
CC(C)N(C(=O)CSc1nnc(Cn2nnc3ccccc32)n1C)C(C)C
  -0.8%, -1%, i, -1.9, 11%, -8%, ?, -2%, 2%
CN(CC(=O)N1CCN(c2ccccn2)CC1)S(=O)(=O)c1cccc2nsnc12
  0.2%, 1%, i, 1.4, -3%, -8%, -1%, -3%, -3%
Cc1ccc(N(CC(=O)NCC2CCCO2)C(=O)CCC(=O)Nc2ccccn2)cc1 (centres undefined)
  0.3%, -11%, i, 2.3, 13%, 8%, 5%, 1%, 4%
CCC(C)(C)NC(=O)Cn1c(-c2ccccc2)cc(C(C)=O)c1C
  0.1%, 1%, i, 0.1, -14%, 4%, -8%, 1%, 2%
CCc1ccc(NC(=S)Nc2ccc(S(=O)(=O)Nc3ncccn3)cc2)cc1
  0.6%, 1%, i, 0.0, 4%, -13%, -6%, -5%, 7%
CC(C)(C)NC(=O)COc1ccc(CNc2ncn[nH]2)cc1
  -0.1%, 2%, i, -6.3, 2%, -7%, 0%, 1%, 5%
CC(C)(C)C1CCC(C(=O)OCC(=O)N2CCN(C(=O)c3ccco3)CC2)CC1 (centres undefined)
  0.7%, 1%, i, -2.6, -9%, 6%, -18%, 2%, -13%
Oc1ccc(-c2nccc(-c3ccccn3)n2)cc1
  13%, 0%, i, 0.4, -21%, 18%, -1%, -8%, 3%
Cc1ccccc1-n1c(SCC(=O)N(C)C2CCS(=O)(=O)C2)nc2ccccc2c1=O (centres undefined)
  -0.2%, 0%, i, -0.6, -1%, -25%, 4%, -21%, 4%
CCOc1ccccc1N1CCN(Cc2cc3c(cc2[N+](=O)[O-])OCO3)CC1
  -0.7%, 2%, i, -3.1, 13%, 9%, -2%, 0%, 13%
Nc1ccc(-c2nc3c(ccc4ccccc43)[nH]2)cc1
  1.0%, -12%, i, 0.8, -4%, -24%, -11%, -10%, 9%
Cc1c(NC(=O)c2ccc(Cl)c(S(=O)(=O)N3CCOCC3)c2)c(=O)n(-c2ccccc2)n1C
  -0.5%, -9%, i, 0.8, 7%, -1%, -24%, -11%, 0%
COc1cccc(NC(=O)C2Cc3ccccc3CN2C(=O)c2ccco2)c1 (centres undefined)
  4.1%, 0%, i, 1.8, -1%, ?, -10%, 2%, 13%
CCOC(=O)CNS(=O)(=O)c1c(C)noc1C
  -0.3%, 0%, i, -2.7, 9%, ·, -26%, -7%, 15%
Cc1c(Cl)cccc1NC(=O)CN1C(=O)CSc2ccc(S(=O)(=O)N3CCCC3)cc21
  1.6%, ·, ·, ·, ·, ?, -20%, -19%, ·
CCOCCCNC(=S)N(CCO)Cc1cc2cc3c(cc2[nH]c1=O)OCCO3
  0.2%, 0%, i, 2.5, 0%, 4%, 4%, -10%, 5%
O=C(CN1CCCCC1)Nc1ccc(S(=O)(=O)N2CCCCCC2)cc1
  -0.8%, 2%, i, 1.0, -1%, -2%, 2%, 16%, 8%
Cc1cc(C)c(CN2CCN(C(=O)CC[C@H]3O[C@@H](n4ccc(=O)[nH]c4=O)[C@H](O)[C@@H]3O)CC2)c(C)c1
  0.0%, ·, i, -0.3, 6%, ·, 10%, ·, 12%
Nn1c(SCC(=O)Nc2ccc3c(c2)OCCO3)nnc1C(F)(F)F
  -0.1%, -1%, i, -0.1, 6%, 4%, -3%, 4%, 7%
COc1ccc(NC2=CC(c3ccc(OC)c(OC)c3)N(c3ccc(OC)cc3)C2=O)cc1 (centres undefined)
  3.7%, -12%, i, -3.6, -4%, -10%, -11%, 12%, 25%
COC(=O)CCc1c[nH]c2ccc([N+](=O)[O-])cc12
  2.3%, ·, i, -0.3, -8%, ?, -4%, 4%, 9%
S=C(Nc1cc(Cl)ccc1Oc1ccccc1)N1CCN(c2ccccn2)CC1
  -0.8%, -5%, i, -1.3, -6%, -27%, ?, -9%, 13%
COc1cccc(/C=N/Nc2nc3ccccc3[nH]2)c1O
  6.4%, 2%, i, 1.1, 46%[activator], -12%, 3.2µM*, 7%, 5%
CC(=O)Oc1c(Cl)cc(Cl)cc1/C=C/c1ccc2ccccc2n1
  13µM*, 1%, i, 1.1, 1%, 16%, 0%, 9%, 8%
COc1cccc(CNS(=O)(=O)c2c(C(=O)N3CCCCCC3)c(C)n(C)c2C)c1
  -0.6%, -1%, i, 0.4, -6%, 8%, -3%, -3%, 3%
COc1ccc(/C=C/C(=O)Nc2nc(N)n(-c3ccccc3)n2)cc1
  0.4%[9.22 µM], 2%, i, -1.0, 5%, 9%, 7%, -4%, -5%
O=C(CNC(=O)c1cc2c(n(-c3ccccc3)c1=O)CCCC2=O)c1ccccc1
  -0.6%, 1%, i, -1.4, -7%, -6%, -1%, -5%, 7%
NC(=O)c1cc(S(=O)(=O)N2CCOCC2)ccc1N1CCCC1
  -0.1%, -3%, i, -1.0, 5%, 4%, 4%, 1%, 12%
COC(=O)/C(=C/c1ccc(F)cc1)NC(C)=O
  0.3%, 2%, i, 2.7, 2%, 6%, -18%, 16%, 12%
Cc1cc(C)n2nc(C(=O)N(C)C(c3ccccc3)c3ccccc3)nc2n1
  2.9%, 0%, i, -4.1, -14%, -12%, -17%, 6%, -28%
COC1=NS(=O)(=O)c2ccccc21
  -0.1%, 0%, i, -0.4, 14%, -9%, 8%, -7%, 0%
[O-]/[N+](=C\c1ccncc1)c1ccc(Br)cc1
  6.3%, 3%, i, 1.5, -1%, ?, 10%, 12%, 0%
Cc1cc(-n2c(C)cc(C(=O)CSc3nc(N)cc(=O)[nH]3)c2C)no1
  1.8%, -2%, i, -0.3, 2%, ?, -4%, -6%, 7%
CN1CCN(S(=O)(=O)c2cccc(C(=O)Oc3cccc(C#N)c3)c2)CC1
  -0.7%, -3%, i, -2.5, -5%, -4%, ?, -3%, -5%
CN(C)CCN(C(=O)c1ccc2c(c1)OCCO2)c1nc2ccc(Cl)cc2s1
  0.7%, 1%, i, 1.6, -8%, 2%, 4%, 4%, 20%
CN=c1nc(-c2ccccc2)n(-c2ccccc2)s1
  14%, ?, i, -1.5, 4%, ?, -17%&-9%, -7%&2%, 3%
COc1cc(Nc2cc(C)nc3ncnn23)cc(OC)c1OC
  5.1%, 1%, i, 0.3, 9%, -10%, 0%, 1%, -5%
N#Cc1c(NC(=O)c2ccc(Cn3cc(Br)cn3)o2)sc2c1CCCCC2
  3.9%, -20%, i, 0.1, -9%, -7%, ?, -4%, 1%
CCOC(=O)c1ccc(Nc2cc(C)nc(-c3ccccc3O)n2)cc1
  3.3%, -1%, i, -2.1, -3%, ?, 3%, -2%, 5%
COC(=O)c1cccc(NC(=O)CCCN2C(=O)NC3(CCCC3)C2=O)c1
  -0.4%, 4%, i, -1.9, 6%, -11%, 1%, 1%, 0%
CCC1=C(OC(=O)N(CC)CC)N2C(=O)OC(=NCC(=O)OC)[C@]2(Cc2ccccc2)[C@H]2C1=CC[C@H]1C(=O)N(CC(=O)OC)C(=O)[C@H]12
  -0.6%, 4%, i, -5.7, 6%, -8%, 0%, -19%, 0%
COCC(=O)N1CCC(Oc2ccc(C(=O)N3CCCCCCC3)cc2)CC1
  -0.4%, ?, i, -0.9, 12%, -15%, 17%, -5%, -2%
COC(=O)c1ccccc1NC(=O)N1CCN(Cc2ccco2)CC1
  0.1%, -3%, i, -0.6, -19%, -14%, 0%, -3%, 10%
CC(=O)Nc1ccc(NC(=O)Cn2c(-c3ccc(F)cc3)cnc2SCC(=O)Nc2c(C)cccc2C)cc1
  0.0%, 1%, i, -16, 0%[57.1 µM], -13%, 4%, -5%, 2%

In another format: entries from further up.
| SMILES | Nrf2 ARE act | MmCpn inh | pAkt inh | CCT modulator | EPAC2 antag | Nrf2 block | TGFb inhibitor | A549 tox | EPAC2 agonist |
| --- | --- | --- | --- | --- | --- | --- | --- | --- | --- |
| CCOC(=O)c1ccc(Nc2cc(C)nc(-c3ccccc3O)n2)cc1 | 3.3% | -1% | i | -2.1 | -3% | ? | 3% | -2% | 5% |
| COC(=O)c1cccc(NC(=O)CCCN2C(=O)NC3(CCCC3)C2=O)c1 | -0.4% | 4% | i | -1.9 | 6% | -11% | 1% | 1% | 0% |
